Screens from PubChem BioAssay.
TDP2 inh: blocks human TDP2 phosphodiesterase activity; O95551; recombinant TDP2, T5PNP hydrolysis, p-nitrophenol absorbance 415 nm; inhibition, % at 12.8 µM; 370,000 tested, 0.34% active;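 active = inhibition above the mean of all tested compounds plus 3 SD, set per campaign, cut at about 25% in these data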;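 also: 0% = DMSO with enzyme and 100% = buffer with substrate but no TDP2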
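Read-out basis: percent inhibition. System: recombinant human TDP2. Buffer or medium: Mg2+-containing Tris-HCl buffer, pH 7.5. Repeats: single replicate. Timing: reaction 2 h, 37 °C. Benchmarks: high control without enzyme, low control DMSO plus TDP2. Probe or stimulus: 5 mM T5PNP. Doses: 12.8 µM only. Measured by: epi absorbance of p-nitrophenol freed from T5PNP by hydrolysis.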
PLC-gamma1 inh: blocks human PLC-gamma1 enzyme activity. 370,000 tested, 0.84% active. purified PLC-gamma1, fluorogenic substrate, fluorescence. AID 720700. inhibition, % at 12.2 µM; in the data active = inhibition above about 9.5%
ASAP1 GAP inh: ASAP1 ArfGAP inhibition; Q9ULH1; ASAP1-stimulated ARF1 GTP hydrolysis, GDP FP detection; inhibition, % at 16.5 µM; 360,000 tested, 0.19% active; AID 624377; in the data active = inhibition above about 25%;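 also: 0% = vehicle with enzyme and substrate and 100% = no enzyme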
ARFGAP1 inh: inhibits rat ARF GTPase activating protein 1; Q62848; Arfgap1-stimulated ARF1 GTP hydrolysis, GDP FP detection; inhibition, % at 16.5 µM; 360,000 tested, 0.26% active; AID 651572;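 active = inhibition above a per-plate limit, mean inhibition of low control wells plus 3 SD, cut at about 25% in these data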;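 also: 0% = DMSO wells with enzyme and 100% = wells lacking Arfgap1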
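Material: truncated rat Arfgap1 GAP domain; Incubation: compound-enzyme preincubation 20 min, reaction 120 min, detection 60 min, 25 °C; Read-out: percent inhibition of Arfgap1-stimulated GTP hydrolysis; Technique: FP, GDP Alexa 633 tracer displaced from anti-GDP antibody, 620/688 nm; Controls: No-Arfgap1 wells (100%) versus DMSO full-reaction wells (0%); Replication: single well per compound.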
Tn6 DDE FP: inhibitors of Tn6 peptide binding to human fibrin DD(E) | AID 720509 | P02675 | inhibition, % at 8.3 µM | Fibrin DD(E) TRITC-Tn6 fluorescence polarization displacement | 370,000 tested, 0.21% active;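 active = inhibition above a per-campaign cutoff: mean of compounds within control limits plus 3 SD, cut at about 15% in these data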;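 also: 0% = median of all compound wells on the plate and 100% = blocking peptide control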
ADAM17 inh: inhibitors of human ADAM17; P78536; recombinant ADAM17, EDANS/DABCYL FRET peptide cleavage; inhibition, % at 6.95 µM; 370,000 tested, 0.83% active; AID 720648;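 active = inhibition above the mean of compounds lying between control limits plus 3 SD, set per campaign, cut at about 8.5% in these data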;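 also: 0% = DMSO-only wells as the low control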
PLC-beta3 inh: PLC-beta3 (human) inhibition, primary screen. AID 720704. 370,000 tested, 0.18% active. Purified PLC-beta3, fluorogenic substrate, fluorescence. inhibition, % at 12.2 µM. Q01970; in the data active = inhibition above about 11%;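 also: 0% = median of compound wells on plate and 100% = full blocker control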
Tn7 DDE FP: disrupts Tn7 cyclic peptide binding to fibrin D-Dimer-E complex | P02675 | FP displacement of FITC-Tn7 peptide from fibrin DD(E); 0% = median of compound wells per plate | inhibition, % at 8.3 µM | 370,000 tested, 0.13% active | AID 720508;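 active = inhibition above the mean of compounds falling within the control limits plus 3 SD of them, cut at about 14% in these data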;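 also: 0% = plate median of compound wells and 100% = 10 µM Aha-Tn7 peptide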
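Assay system: Fibrin-DD(E) protein isolated from polymerized human fibrin clots; read-out basis: percent inhibition; medium: Tris/NaCl/CaCl2 buffer, pH 7.8; signal: FP measurement; incubation: 10 min plus 3 h, room temperature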
ADAM10 inh: inhibits human ADAM10. O14672. recombinant ADAM10, EDANS/DABCYL FRET peptide cleavage, 3 h. inhibition, % at 7 µM. 370,000 tested, 0.62% active;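 active = inhibition above a per-campaign cutoff equal to the mean of compounds falling between control-based bounds plus 3 SD, cut at about 20% in these data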;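 also: 0% = DMSO wells while the 100% control is not disclosed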
Target sequence (O14672 214-748 limits assumed): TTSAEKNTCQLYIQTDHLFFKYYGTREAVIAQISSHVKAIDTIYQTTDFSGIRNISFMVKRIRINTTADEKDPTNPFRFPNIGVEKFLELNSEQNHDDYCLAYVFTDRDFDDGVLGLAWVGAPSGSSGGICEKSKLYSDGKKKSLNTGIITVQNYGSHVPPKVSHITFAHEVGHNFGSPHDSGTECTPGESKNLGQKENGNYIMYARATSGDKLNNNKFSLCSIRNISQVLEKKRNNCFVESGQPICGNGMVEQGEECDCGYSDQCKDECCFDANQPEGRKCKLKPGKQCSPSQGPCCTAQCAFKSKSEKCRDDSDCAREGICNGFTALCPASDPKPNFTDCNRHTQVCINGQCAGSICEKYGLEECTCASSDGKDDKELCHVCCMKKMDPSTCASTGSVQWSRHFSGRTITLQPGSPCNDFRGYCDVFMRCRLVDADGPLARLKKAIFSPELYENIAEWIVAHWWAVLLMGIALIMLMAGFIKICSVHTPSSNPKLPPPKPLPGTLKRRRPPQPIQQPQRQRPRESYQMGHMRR
SIAE inh: inhibitors of human sialic acid acetylesterase SIAE; AID 1053197; Q9HAT2; 370,000 tested, 0.69% active; SIAE FP-Rh probe binding, fluorescence polarization; inhibition, % at 9.66 µM;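 active = inhibition above a cutoff: mean of compounds within the control limits plus 3 SD of those, cut at about 17% in these data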;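 also: 0% = plate median of compound wells and 100% = probe without SIAE protein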
Target sequence (Q9HAT2 whole entry, looked up): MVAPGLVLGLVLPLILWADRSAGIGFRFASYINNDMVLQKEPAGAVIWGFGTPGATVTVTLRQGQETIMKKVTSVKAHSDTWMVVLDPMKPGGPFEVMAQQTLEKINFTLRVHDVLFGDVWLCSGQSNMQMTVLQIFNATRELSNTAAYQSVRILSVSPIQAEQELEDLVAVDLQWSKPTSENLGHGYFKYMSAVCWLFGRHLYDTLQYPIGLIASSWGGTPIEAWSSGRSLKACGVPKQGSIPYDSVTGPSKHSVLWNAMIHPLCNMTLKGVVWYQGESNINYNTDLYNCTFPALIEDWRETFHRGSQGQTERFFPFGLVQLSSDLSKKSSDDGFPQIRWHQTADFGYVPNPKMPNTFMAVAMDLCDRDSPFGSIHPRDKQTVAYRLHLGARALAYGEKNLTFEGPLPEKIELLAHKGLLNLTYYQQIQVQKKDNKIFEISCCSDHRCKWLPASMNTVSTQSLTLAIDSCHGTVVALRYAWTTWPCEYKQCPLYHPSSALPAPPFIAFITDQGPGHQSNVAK
Numbers without * were called inactive; i = inactive; · = no result given.

SMILES	TDP2 inh	PLC-gamma1 inh	ASAP1 GAP inh	ARFGAP1 inh	Tn6 DDE FP	ADAM17 inh	PLC-beta3 inh	Tn7 DDE FP	ADAM10 inh	SIAE inh
O=C(CCSCCC(=O)NN=Cc1ccccc1O)NN=Cc1ccccc1O	8.1	-44.5	-9.5	3.7	0.5	-24.6	-72.2	6.7	-75.8	-3.8
COC(=O)[C@@]1(Cc2ccc(F)cc2)[C@H]2c3cc(C(=O)N(C)C)n(Cc4ccc(C)o4)c3C[C@H]2CN1C(=O)c1ccccc1	-2.0	-2.1	7.3	-0.4	-4.3	0.4	-3.2	1.4	4.9	-1.9
CCCCN(C)C1CCN(C(=S)Nc2ccc(OC)cc2)CC1	7.2	4.7	1.7	-2.3	-6.8	-5.4	-4.3	-3.6	-5.3	1.3
CC1(C)OC(=O)C=C[C@]2(C)[C@H]3CC[C@@]4(C)[C@H](c5ccoc5)OC(=O)[C@H]5O[C@]54[C@]3(C)C(=O)C[C@@H]12	0.0	-0.3	2.5	12.5	-2.1	-3.4	1.8	-7.5	6.5	-2.2
COCCN(Cc1ccccc1)C(=O)C1CCN(S(=O)(=O)c2ccc3c(c2)OCCO3)CC1	2.2	-1.6	-1.9	5.7	10.9	-2.9	-3.3	4.0	-9.1	2.5
CCc1nnc2c(N(C)S(=O)(=O)c3ccc(C)cc3)nc3ccccc3n12	11.0	3.0	-1.7	0.2	-0.4	-1.1	-2.3	2.9	5.2	-3.2
O=C(Nc1ccc(F)cc1F)c1cc2ccccc2oc1=O	1.1	-1.6	-2.5	-2.3	-0.4	0.9	-1.2	-7.8	3.3	-5.0
CN1CCN(c2ccc(Cl)cc2NC(=O)c2nn(-c3ccccc3)c(=O)c3ccccc23)CC1	-4.7	0.9	11.8	-5.5	1.4	-3.1	-1.3	3.5	1.9	-4.2
COC(=O)c1cc(S(=O)(=O)N2CCC(C(N)=O)CC2)oc1C	-15.1	0.1	14.9	8.1	-7.0	-4.9	-1.9	-6.5	-12.0	-6.2
C=C1CCN([C@@H](CC(C)C)C(=O)NCc2ccc(Cl)c(Cl)c2)S(=O)(=O)c2ccccc21	1.9	0.3	-10.0	-8.5	3.2	5.3	1.8	0.1	10.6	-5.4
COc1ccc([N+](=O)[O-])cc1N(CC(O)CN1CCCC1)S(=O)(=O)c1ccc(C)cc1 (stereo not drawn)	9.7	1.7	-11.5	-17.4	4.4	-1.1	5.5	0.4	6.0	0.2
COc1ccc(S(=O)(=O)NCC2CCCN(C(=O)CCC(F)(F)F)C2)cc1 (stereo not drawn)	-17.0	4.9	-14.0	-12.0	3.2	3.5	6.6	-3.7	6.7	-6.3
COC(=O)CNC(=O)CSc1nnc(-c2ccc(OC)cc2)n1CC(C)C	-6.7	4.1	-0.1	2.3	-2.9	-2.0	-0.6	2.5	-0.6	-1.4
O=c1[nH]c(=S)[nH]c2c1C(c1ccc(Cl)cc1)OC(C1CCCCC1)C2 (stereo not drawn)	-1.6	8.9	-17.7	-3.2	0.7	6.0	7.3	-0.4	-5.4	-6.7
CCc1nonc1NC(=O)COc1cc(C)c(Cl)c(C)c1	6.5	1.6	-5.5	0.5	0.0	-2.6	-0.8	4.0	0.4	-2.2
O=C1CCCCC1Nc1ccc([N+](=O)[O-])cc1 (stereo not drawn)	-7.9	1.4	2.6	2.5	-3.9	0.7	1.1	3.2	-2.6	-3.9
Cc1cccc(-n2c(C)cc(C(=O)NC3CCCCC3)c2C)c1	4.3	0.1	-10.0	-0.2	1.3	1.8	0.4	-1.4	3.4	1.4
COc1ccccc1C(CNc1ccc(S(=O)(=O)N2CCCC2)cc1[N+](=O)[O-])N(C)C (stereo not drawn)	3.7	0.1	9.3	7.0	4.5	0.1	-3.9	-6.6	-0.7	7.1
CCCCn1c(CNC(=O)CC)nc2ccccc21	4.0	1.0	-2.3	-4.6	-0.3	-0.4	-0.4	9.4	-6.2	-2.6
CN(C)c1cccc(C(=O)NNC(=O)NC2CCCCC2)c1	-11.4	-27.2	5.2	-6.7	2.9	-2.5	-26.4	-2.5	-12.1	0.2
CCCCOc1ccc(C(=O)Nc2ccc(S(=O)(=O)Nc3onc(C)c3C)cc2)cc1	7.5	-0.3	-1.9	-12.1	-5.4	-4.2	-3.0	-11.3	7.2	-9.1
COc1ccc2ccccc2c1CNC(=O)CC1C(=O)NCCN1CC(C)(C)C (stereo not drawn)	6.0	-5.5	-10.7	-10.8	-0.1	-3.4	-13.8	2.6	-4.1	-0.3
C=CCOC(=O)C1C(=O)CC(C)(O)C(C(=O)OCC=C)C1c1ccc(N(C)C)cc1 (stereo not drawn)	-3.6	2.8	5.2	-8.6	8.6	-1.1	2.3	2.9	-3.6	4.5
O=C(CSc1nc2c(c(=O)n1-c1ccc(F)cc1)SCC2)Nc1ccc2c(c1)OCO2	-6.2	1.3	-2.5	-0.8	4.5	-1.1	-0.6	4.4	3.3	4.3
COc1ccc(OCC(=O)N2CCN(S(=O)(=O)c3ccccc3[N+](=O)[O-])CC2)cc1	-2.2	-2.1	-1.0	-1.7	-0.4	0.8	-1.0	1.6	-10.3	-4.7
Nn1c(SCc2ccc(F)cc2)nnc1-c1cccnc1	8.7	-1.7	8.7	3.9	6.0	-0.8	-9.0	4.7	-2.2	-4.9
CCC(COC)NCc1cn(-c2ccc(OC)cc2)nc1-c1cccc(F)c1 (stereo not drawn)	4.2	0.9	5.5	2.9	0.3	-2.8	-4.5	3.8	0.6	-3.2
Cc1ccc(-c2[nH]n3c(=O)c4c(nc3c2C)CCCC4)cc1	4.2	-8.2	0.4	5.8	0.0	-5.8	-12.6	-2.4	-23.2	-3.0
O=CNc1cc(-c2cccc(F)c2)cn2c(-c3ccc(F)cc3)cnc12	-9.4	-9.3	5.7	1.2	2.4	-2.2	-17.0	-6.2	-15.9	-9.8
O=C(c1ccco1)N1CCN(Cc2cc(=O)c(OCc3ccccc3Cl)co2)CC1	8.7	4.2	-0.9	6.0	7.8	-1.2	1.2	-5.8	-0.5	11.7
O=C(O)CCCCCNC(=O)c1ccc(C(=O)NCCCCCC(=O)O)cc1	-10.9	-0.4	15.8	14.4	-1.7	-5.7	-9.4	5.0	-2.7	-2.7
CCCCC(=O)N/N=C(\C)CC(=O)Nc1ccccc1Br	10.7	-0.8	11.5	-5.8	-3.6	-3.8	-2.3	-5.0	-6.8	5.0
Nc1ncnc2c1ncn2[C@@H]1O[C@H](C(=O)NCc2ccc3c(c2)OCO3)[C@@H](O)[C@H]1O	-3.6	0.6	-3.9	3.9	3.8	-2.7	0.2	2.5	-2.8	70.9*
Cc1nn(-c2ccccc2)cc1C(c1c(N)[nH]c(=S)[nH]c1=O)c1c(N)[nH]c(=S)[nH]c1=O	5.1	0.6	1.9	-5.8	15.4*	-3.3	2.4	1.1	-0.7	-2.1
CCn1cc(C(=O)OCC(=O)N2C(C)CCCC2C)c(=O)c2ccc(C)nc21 (stereo not drawn)	6.4	-0.7	6.5	-4.2	-1.4	-8.2	-6.9	2.1	-2.8	12.1
Cc1ccc(C(=O)N2CCN(c3ccc(NC(=O)c4cccnc4)cc3)CC2)cc1	1.2	2.2	-0.8	-1.6	8.4	-2.6	-0.1	4.8	6.7	9.0
COc1ccccc1N=Nc1c(C)[nH][nH]c1=O	0.2	2.3	2.2	-8.4	-7.5	-3.4	-3.6	6.0	0.7	4.7
CCOC(=O)C1=C(C)OC(N)=C(C#N)C1c1c(C)nn(-c2ccccc2)c1Cl (stereo not drawn)	6.6	-17.2	-5.3	-13.6	3.3	-6.1	-34.0	5.4	-24.6	-0.1
CSc1nc(C)cc(-n2cc(F)c(=O)[nH]c2=O)n1	3.6	0.4	-14.0	10.5	9.6	-4.6	-2.9	6.8	-1.5	-2.8
CN(C)c1ccc(N=Nc2ccc(S(=O)(=O)O)cc2)c2ccccc12	-2.4	-4.2	-12.4	-11.9	-0.9	1.4	-5.0	4.1	11.8	-0.5
O=S(=O)(Cc1ccc(Cl)cc1)N1CCCC1	-2.2	-0.6	-0.2	3.9	3.1	-1.8	3.4	11.7	-4.4	-7.4
O=C(CCS(=O)CCC(=O)NCc1ccccc1)NCc1ccccc1	10.4	1.1	-0.7	-4.2	8.6	-2.9	-0.1	-4.7	-5.8	0.4
Cc1cc(C(=O)Nc2cccc(/C=C/C(=O)O)c2)c(C)o1	-4.8	-1.8	18.3	-1.6	-2.6	-3.8	-0.9	-3.0	7.4	-0.9
COC(=O)c1ccc(-c2nc3ccccc3[nH]2)cc1	-0.8	i	0.1	-0.5	1.8	i	i	-8.4	i	-5.0
CCOC(=O)CC(c1ccc([N+](=O)[O-])cc1)n1c(C)ccc1C (stereo not drawn)	3.4	-0.8	0.8	0.7	0.0	-6.2	-5.5	0.0	-12.3	2.1
O=C(CCc1ccccc1-c1ccccc1CCNC(=O)c1ccc(F)c(F)c1)NCc1ccccc1	3.1	2.6	·	·	2.2	-0.4	1.5	-0.4	-2.8	-0.9
COc1cc(Cl)c(S(=O)(=O)NCCCn2ccnc2)cc1Cl	-9.0	-0.4	4.0	-0.2	0.6	-1.1	-6.9	4.6	2.8	-2.5
Nc1ccn([C@@H]2O[C@H](C(=O)N[C@H](Cc3ccccc3)C(=O)N[C@H]3CCCCNC3=O)[C@@H](O)[C@H]2O)c(=O)n1	4.4	-1.6	-5.5	11.7	0.5	-1.4	2.4	-4.2	1.1	-5.2
COc1ccc(S(=O)(=O)N2CCOCC2)cc1OC	2.2	0.4	-14.1	-3.3	1.6	-2.0	1.4	5.8	6.0	-4.8
C=CCN1C(=O)C(=O)N(CC(=O)NCC(=O)Nc2ccc(F)c(F)c2F)C1=O	5.0	0.3	-25.5	-20.7	1.8	-5.7	-5.0	-2.0	-5.9	-5.9
